Bioassay records deposited in PubChem by National Center for Advancing Translational Sciences (NCATS).
AID inh = blocks human AID cytidine deaminase activity | AID deamination FRET fluorescence, UDG-coupled, 4 h | Potency, µM (titrated, usually from 115 µM), inactives show at the highest dose activity change, negative = inhibition, usual class: inhibitors | 91,000 tested, 0.32% active; note: nearly all actives have a fitted effect of over 25% in size
Target sequence (Q9GZX7 whole entry, looked up): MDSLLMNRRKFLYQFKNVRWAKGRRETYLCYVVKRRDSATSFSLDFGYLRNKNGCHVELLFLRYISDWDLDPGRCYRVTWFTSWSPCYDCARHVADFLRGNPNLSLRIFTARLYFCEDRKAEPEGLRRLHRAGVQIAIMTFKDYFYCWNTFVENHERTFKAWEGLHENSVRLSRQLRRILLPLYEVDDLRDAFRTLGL
UDG counter = blocks uracil-DNA glycosylase in AID counter-screen | 91,000 tested, 0.14% active | FRET deamination/UDG coupled assay, UDG read, 4 h | AID 1347430 | Potency, µM (top dose mostly 115 µM), inactives show top-dose activity change, negative = inhibition, actives largely listed as inhibitors; note: nearly all actives have a fitted effect of over 65% in size
* = called active by the depositor; [ ] = another dose, or the depositor's remark. Calls come from the whole dose curve; as a rule, active = well fitted curve in the direction sought with a large enough effect; inconclusive = small, poorly fitted or top-dose-only effect, or another doubt; inactive = no such curve, though single readings can be large; an effect the other way counts as inactive or inconclusive. % is set by controls: 0 for no effect and ±100 for the full control effect; potency is the fitted concentration of half-maximal effect.

The opening 3 records, ahead of the listing:
For CCCn1nc(C(=O)Nc2nc(-c3ccc(NC(C)=O)cc3)cs2)c2ccccc2c1=O the results were AID inh 3% and UDG counter 0%.
`CC(C)CC(NC(=O)Cn1c(=O)c2c(ncn2C)n(C)c1=O)c1ccccc1` (centres undefined) gave AID inh -2% and UDG counter 2%.
Screening CCCNC(=S)Nc1cc(Cl)c(N)c(Cl)c1 returned AID inh -5% and UDG counter -2%.

Main list (from the top)
For CCCn1nc(C(=O)Nc2nc(-c3ccc(NC(C)=O)cc3)cs2)c2ccccc2c1=O the results were AID inh 3% and UDG counter 0%.
`CC(C)CC(NC(=O)Cn1c(=O)c2c(ncn2C)n(C)c1=O)c1ccccc1` (centres undefined) gave AID inh -2% and UDG counter 2%.
Screening CCCNC(=S)Nc1cc(Cl)c(N)c(Cl)c1 returned AID inh -5% and UDG counter -2%.
For COc1ccc(CNc2ncnc3c2nnn3C)cc1 the results were AID inh 6% and UDG counter -12%.
`COc1ccc(C(=O)Nc2cc(-c3cccc(C)c3)nn2-c2ccccc2)cc1` gave AID inh 13% and UDG counter 0%.
COc1cccc(NC(=O)C2CCCN(S(=O)(=O)c3c(C)[nH]c(=O)[nH]c3=O)C2)c1 (centres undefined) was read as AID inh -12% and UDG counter -18%.
`CCN(C(=O)CCS(=O)(=O)c1cccc2nsnc12)c1cccc(C)c1` gave AID inh 63%[activator] and UDG counter -2%.
Cc1nc2c(c(C)c1CCC(=O)Nc1cccc(C(F)(F)F)c1)c(=O)n(C)c(=O)n2C was read as AID inh 14% and UDG counter 7%.
`CCC(CC)C(=O)Nc1ccccc1SCc1cc(=O)c2cccc(C)c2[nH]1` gave AID inh 3% and UDG counter -5%[57.5 µM].
CCCN(C(=O)c1cc2c(s1)-c1c(C)cccc1OC2)c1ccc(OCC)cc1 was read as AID inh -2% and UDG counter -1%.
Screening CCn1c(=O)c2c(n3c(SCC(N)=O)nnc13)-c1ccccc1CC21CCCCC1 returned AID inh -4% and UDG counter -5%.
CCc1noc(COc2ccc(C(=O)NC)cc2)n1 was read as AID inh 5% and UDG counter 7%.
For CN(C)C1(CNC(=O)COc2ccc3ccc(=O)oc3c2)CCCCC1 the results were AID inh 2% and UDG counter -1%.
Cc1ccc(NC(=O)Cn2c(=O)oc3cc(S(=O)(=O)N4CCC(C)CC4)ccc32)cc1Cl was read as AID inh -21% and UDG counter -21%.
CCC1CCCCN1C(=O)COC(=O)c1cnc2ccccc2n1 (centres undefined) was read as AID inh 11% and UDG counter 0%.
For CCCn1nc(C(=O)Nc2nnc(Cc3ccccc3)s2)c2ccccc2c1=O the results were AID inh -10% and UDG counter -16%.
O=C(NCCc1ccccc1Cl)c1ccc2c(c1)nc1n2CCOC1 was read as AID inh 8% and UDG counter 88%[activator].
Screening O=C(Nc1ccccc1C(=O)OCc1cc(=O)n2c3c(sc2n1)CCCC3)c1cccc(Cl)c1 returned AID inh 2% and UDG counter -2%.
Cc1ccc(-c2c(C(=O)NCCc3ccc(Cl)cc3)oc(=O)c3ccccc23)cc1 was read as AID inh -29% and UDG counter -18%.
`O=C(Oc1ccc2c(=O)c(Oc3ccccc3Br)coc2c1)c1ccccc1` gave AID inh -5% and UDG counter -3%.
CC(=O)c1ccc(C(=O)Nc2ccc(SC3CCCC3)cc2)s1 was read as AID inh 2% and UDG counter 3%.
`COc1ccc2oc(=O)cc(CN3CCN(C(=O)c4ccccc4Br)CC3)c2c1` gave AID inh -5% and UDG counter 0%.
Screening COc1ccc(N2CCN(C(=O)CSc3nc4ccccc4nc3Cc3ccc(Cl)cc3)CC2)cc1 returned AID inh inconclusive and UDG counter inconclusive.
For CC(=O)Nc1ccc(/C=C(/C#N)C(=O)C(C)(C)C)cc1 the results were AID inh -5% and UDG counter 5%.
Screening O=C(NCc1nc(-c2cccs2)no1)c1ccc2c(c1)OCCO2 returned AID inh -4% and UDG counter -6%.
Screening Cc1ccc(CSC2=Nc3ccccc3C3=NC(CCC(=O)NCCc4ccccc4)C(=O)N23)cc1 (centres undefined) returned AID inh -4% and UDG counter 36%[activator].
Screening Cc1cc(C)cc(N2CC(c3nc(-c4ccccc4C)no3)CC2=O)c1 (centres undefined) returned AID inh -27% and UDG counter -30%.
Screening CC(Cl)C(=O)NC(=O)NC(C)(C)C (centres undefined) returned AID inh -1% and UDG counter 10%.
Screening O=C(CCCn1c(=O)c2sccc2n(Cc2c(F)cccc2Cl)c1=O)NCc1ccccc1 returned AID inh 8% and UDG counter -8%.
`Cc1ccc(NC(=O)c2cccc(CS(C)=O)c2)c(C)c1` (centres undefined) gave AID inh 0% and UDG counter 7%.
For COc1cc(/C=C/c2ncc(C(=O)O)s2)cc(Cl)c1OC the results were AID inh -1% and UDG counter 1%.
COc1cccc(C(=O)NCC2OCCc3ccccc32)c1 (centres undefined) was read as AID inh -9% and UDG counter -4%.
Screening CCN1CCN(CCCNC(=O)c2ccc3nc(Cc4ccccc4)oc3c2)CC1 returned AID inh 17% and UDG counter 8%.
C#CCN(C(=O)c1ccc(-c2cnco2)cc1)C1CCCCC1 was read as AID inh -2% and UDG counter -1%.
`CCCC(C)NC(=O)Cc1c(C)[nH]c2ccc(F)cc12` (centres undefined) gave AID inh -9% and UDG counter -7%.
For CCOc1cc(C2C3=C(CCCC3=O)OC3=C2C(=O)CCC3)cc(Br)c1OCC(=O)O the results were AID inh -4% and UDG counter -1%.
O=C(Cn1ncc2c([nH]c3ccccc32)c1=O)Nc1cccc(C(F)(F)F)c1 was read as AID inh -6% and UDG counter 1%[57.5 µM].
For CCOC(=O)c1nc(N(CC)c2ccc(OC)cc2)c2ccccc2n1 the results were AID inh -3% and UDG counter 8%.
Screening O=c1oc(Cl)c(Cl)c2ccccc12 returned AID inh -1% and UDG counter 6%.
`CCC1CCCCN1Cc1cn2c(-c3ccc(Br)cc3)nnc2s1` (centres undefined) gave AID inh -26% and UDG counter -10%.
Screening O=C(NCc1ccccc1F)c1sc2ncccc2c1-n1cccc1 returned AID inh 1% and UDG counter 5%.
CCOC(=O)c1cnc(SCc2nc(-c3ccccc3Cl)oc2C)nc1N was read as AID inh 3% and UDG counter 0%.
COC(=O)C1CCN(CC(=O)Nc2cc(C)c3c(=O)oc4ccccc4c3n2)CC1 was read as AID inh 110%[activator] and UDG counter -1%.
For Cc1oc2ncn(C)c(=O)c2c1C(=O)N1CCN(c2ccccc2F)CC1 the results were AID inh 6% and UDG counter -7%.
O=C(/C=C/c1cccc(Cl)c1)c1cccc(O)c1 was read as AID inh -19% and UDG counter -3%.
Cc1ccc(-c2cc(C(F)(F)F)n3nc(-c4cccc(Br)c4)cc3n2)cc1 was read as AID inh 14% and UDG counter 4%.
For O=C(CCCN1C(=O)C(c2ccccc2)Oc2cccnc21)NC1CCCCC1 (centres undefined) the results were AID inh -1% and UDG counter 3%.
Cc1ccc(Cl)cc1NC(=O)Cn1c(=O)n(C(C)C)c(=O)c2oc3ccccc3c21 was read as AID inh 4% and UDG counter 13%.
For O=C(Cc1cccc(C(F)(F)F)c1)NCC1(N2CCCCC2)CCCCC1 the results were AID inh -17% and UDG counter -8%.
Screening O=C(CSc1ncc(CO)n1Cc1ccc(Cl)cc1)NCc1ccc(F)cc1 returned AID inh inconclusive and UDG counter -13%.
For CC(NC(=O)C1CCN(C(=O)C(C)(C)C)CC1)C1CC1 (centres undefined) the results were AID inh 2% and UDG counter 0%.
Screening CNCCCNC(=O)/C(=N\O)c1ccccc1 returned AID inh -6% and UDG counter -5%.
`COC(=O)C(N)Cc1ccc2ccccc2c1` (centres undefined) gave AID inh 1% and UDG counter 9%.
Screening Cc1ccc(-c2nc(CS(=O)Cc3ccccc3)co2)cc1 (centres undefined) returned AID inh 1% and UDG counter -4%.
Screening CCOc1ccc(CCNC(=O)c2cn(C)c3ccc(S(=O)(=O)N4CCCCC4)cc3c2=O)cc1OCC returned AID inh inconclusive and UDG counter -8%[57.5 µM].
For CCCC12CN(C(C)=O)CC(CCC)(CN(C(C)=O)C1)C2=O the results were AID inh 6% and UDG counter 12%.
For COc1ccc(C2=NS(=O)(=O)N(C)C(C(=O)NC(C)c3ccccc3)=C2)cc1 (centres undefined) the results were AID inh 10% and UDG counter 19%.
`Cc1ccc(CN(C)C(=O)c2nn(Cc3ccccc3)c(=O)c3ccccc23)o1` gave AID inh -10% and UDG counter 12%.
For CCC(C)NC(=O)c1sc2nc(C)c(C(=O)Nc3ccc(C)cc3C)c(-c3ccccc3Cl)c2c1N (centres undefined) the results were AID inh -21% and UDG counter 0%.
For COc1ccccc1CNc1ncnc2c1nc1n2CCCC1 the results were AID inh 0% and UDG counter -1%.

Not a retest: entries from further up.
COC(=O)C1CCN(CC(=O)Nc2cc(C)c3c(=O)oc4ccccc4c3n2)CC1 was read as AID inh 110%[activator] and UDG counter -1%.
For Cc1oc2ncn(C)c(=O)c2c1C(=O)N1CCN(c2ccccc2F)CC1 the results were AID inh 6% and UDG counter -7%.
O=C(/C=C/c1cccc(Cl)c1)c1cccc(O)c1 was read as AID inh -19% and UDG counter -3%.
Cc1ccc(-c2cc(C(F)(F)F)n3nc(-c4cccc(Br)c4)cc3n2)cc1 was read as AID inh 14% and UDG counter 4%.
For O=C(CCCN1C(=O)C(c2ccccc2)Oc2cccnc21)NC1CCCCC1 (centres undefined) the results were AID inh -1% and UDG counter 3%.
Cc1ccc(Cl)cc1NC(=O)Cn1c(=O)n(C(C)C)c(=O)c2oc3ccccc3c21 was read as AID inh 4% and UDG counter 13%.
For O=C(Cc1cccc(C(F)(F)F)c1)NCC1(N2CCCCC2)CCCCC1 the results were AID inh -17% and UDG counter -8%.
Screening O=C(CSc1ncc(CO)n1Cc1ccc(Cl)cc1)NCc1ccc(F)cc1 returned AID inh inconclusive and UDG counter -13%.
For CC(NC(=O)C1CCN(C(=O)C(C)(C)C)CC1)C1CC1 (centres undefined) the results were AID inh 2% and UDG counter 0%.
Screening CNCCCNC(=O)/C(=N\O)c1ccccc1 returned AID inh -6% and UDG counter -5%.
`COC(=O)C(N)Cc1ccc2ccccc2c1` (centres undefined) gave AID inh 1% and UDG counter 9%.
Screening Cc1ccc(-c2nc(CS(=O)Cc3ccccc3)co2)cc1 (centres undefined) returned AID inh 1% and UDG counter -4%.
Screening CCOc1ccc(CCNC(=O)c2cn(C)c3ccc(S(=O)(=O)N4CCCCC4)cc3c2=O)cc1OCC returned AID inh inconclusive and UDG counter -8%[57.5 µM].
For CCCC12CN(C(C)=O)CC(CCC)(CN(C(C)=O)C1)C2=O the results were AID inh 6% and UDG counter 12%.
For COc1ccc(C2=NS(=O)(=O)N(C)C(C(=O)NC(C)c3ccccc3)=C2)cc1 (centres undefined) the results were AID inh 10% and UDG counter 19%.
`Cc1ccc(CN(C)C(=O)c2nn(Cc3ccccc3)c(=O)c3ccccc23)o1` gave AID inh -10% and UDG counter 12%.
For CCC(C)NC(=O)c1sc2nc(C)c(C(=O)Nc3ccc(C)cc3C)c(-c3ccccc3Cl)c2c1N (centres undefined) the results were AID inh -21% and UDG counter 0%.
For COc1ccccc1CNc1ncnc2c1nc1n2CCCC1 the results were AID inh 0% and UDG counter -1%.

More entries follow.
Cc1ccc(C2CCN(C(=O)c3cnn(-c4ccc(C)c(C)c4)c3C3CCN(C(=O)OC(C)(C)C)CC3)C2)cc1 (centres undefined) was read as AID inh -21% and UDG counter 17%.
`Cn1nc(C(=O)NC(Cc2ccccc2)c2ccccc2)c2ccccc2c1=O` (centres undefined) gave AID inh -3% and UDG counter -2%.
Screening O=C(O)c1ccc(-c2ccc(CNC3CCCC3)o2)cc1 returned AID inh -5% and UDG counter -5%.
Screening CC1CCC(N2CC(=O)N(C3CCCC3)C(c3ccc(Cl)cc3)C2=O)CC1 (centres undefined) returned AID inh 7% and UDG counter 0%[57.5 µM].
Nc1ccc([N+](=O)[O-])cc1C(=O)O was read as AID inh 0% and UDG counter -6%.
`CC(=O)N1CCc2cc(S(=O)(=O)NC(C(=O)Nc3ccc(C)cc3C)C(C)C)ccc21` (centres undefined) gave AID inh -3% and UDG counter 0%.
Screening O=C(Nc1ccc2nc(SCCOc3ccccc3)sc2c1)c1ccc2c(c1)OCO2 returned AID inh 0% and UDG counter -13%.
For Nn1c(SCC(=O)NCc2ccc(Cl)cc2)nnc1-c1ccco1 the results were AID inh -2% and UDG counter 4%.
`COC(=O)N(C)CC(=O)NC1CCCCC1C` (centres undefined) gave AID inh -2% and UDG counter -3%.
For O=C(NCCSc1c(-c2ccc(F)cc2)[nH]c2ccccc12)c1ccc(S(=O)(=O)N2CCOCC2)cc1 the results were AID inh 3% and UDG counter -13%.
`CCS(=O)(=O)N1CC(=O)N(c2cccc(C)c2C)C(C)(C(=O)NC2CCCCC2)C1` (centres undefined) gave AID inh 4% and UDG counter inconclusive.
`COc1ccc(C(NC(=O)COc2ccccc2)c2nccn2C)cc1` (centres undefined) gave AID inh -1% and UDG counter -7%.
For N#CC1(C(=O)OCC(=O)Nc2ccc(N3CCOCC3)cc2)CCCC1 the results were AID inh 2% and UDG counter -3%.
`COc1ccc(CNC(=O)CS(=O)(=O)c2cccc3nsnc23)cc1` gave AID inh 8% and UDG counter -8%.
CCn1c(=O)n(-c2ccc(F)c(Cl)c2)c(=O)c2sc3ccccc3c21 was read as AID inh 1% and UDG counter -7%.
For CC(C)NC(=O)C(=O)N1CCN(c2ccnc3c(F)ccc(F)c23)CC1 the results were AID inh 3% and UDG counter -6%.
Screening COc1ccc2c(COC(=O)c3ccc(OCC4CCCO4)cc3)cc(=O)oc2c1 (centres undefined) returned AID inh -3% and UDG counter 4%.
CCOc1ccc(CNS(=O)(=O)c2ccc(-c3coc(C)n3)cc2)cc1 was read as AID inh 27% and UDG counter 1%.
`COc1ccc(NC(=O)NC2COc3ccccc3C2)cc1Cl` (centres undefined) gave AID inh -11% and UDG counter -15%.
Screening CCOc1ccc(NC(=O)c2ccc(F)c(S(=O)(=O)NCc3ccc4c(c3)OCO4)c2)cc1 returned AID inh 19% and UDG counter 3%.

Only part of the results is shown; the hit share may differ from the screen's.
